High-throughput results: PubChem, National Center for Advancing Translational Sciences (NCATS)
POLH inh = qHTS for Inhibitors of Polymerase Eta; DNA polymerase eta (Homo sapiens), Q9Y253; Potency, µM (highest dose often 114 µM), for inactives: at the top dose activity change, negative = inhibition, most hits filed as inhibitors; actives 1.2% (n = 390,000); recombinant Pol eta, fluorescent DNA replication assay; active = well fitted inhibition curve with a large enough effect; inconclusive = small, poorly fitted or top-dose-only effect, or another doubt; inactive = no such curve, though single readings can be large or run the other way
Target sequence (Q9Y253 whole entry, looked up): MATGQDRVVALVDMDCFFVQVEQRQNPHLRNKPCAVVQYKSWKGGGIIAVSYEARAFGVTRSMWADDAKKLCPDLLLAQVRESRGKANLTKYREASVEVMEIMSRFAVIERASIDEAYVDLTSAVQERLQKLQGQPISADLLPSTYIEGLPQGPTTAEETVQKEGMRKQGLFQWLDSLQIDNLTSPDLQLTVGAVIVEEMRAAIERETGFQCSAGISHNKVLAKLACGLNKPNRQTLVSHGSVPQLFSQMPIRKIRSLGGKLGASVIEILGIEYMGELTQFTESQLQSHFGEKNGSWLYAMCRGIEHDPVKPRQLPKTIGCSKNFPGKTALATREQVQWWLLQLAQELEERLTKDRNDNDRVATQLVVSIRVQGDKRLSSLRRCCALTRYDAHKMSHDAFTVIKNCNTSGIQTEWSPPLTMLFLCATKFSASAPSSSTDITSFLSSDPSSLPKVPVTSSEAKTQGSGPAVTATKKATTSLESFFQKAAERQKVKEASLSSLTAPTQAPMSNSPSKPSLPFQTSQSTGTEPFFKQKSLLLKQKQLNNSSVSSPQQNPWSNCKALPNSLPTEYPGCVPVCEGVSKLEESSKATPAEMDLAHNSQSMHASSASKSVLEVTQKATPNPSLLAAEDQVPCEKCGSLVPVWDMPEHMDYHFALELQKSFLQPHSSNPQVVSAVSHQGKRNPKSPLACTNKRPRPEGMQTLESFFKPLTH
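Pol eta (10 nM) was preincubated with compounds for 15 min at room temperature, after which fluorescent replication substrate (50 nM final) was added to start the reaction. Fluorescence was read kinetically at 0 and 10 min.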
* marks the source's active call; other numbers are inactive results; ? = inconclusive. % is scaled to controls: 0 for no effect and ±100 for the full control effect; potency is read from the fitted curve at half-maximal effect. The list is partial (hit frequency here may not be typical).

SMILES	POLH inh
Cc1ccc([C@H]2N[C@]3(CCCN(Cc4ccc(Cl)cc4)C3=O)[C@H]3C(=O)N(Cc4ccccc4)C(=O)[C@@H]23)cc1	-18.6%
CC(=O)Nc1ccc(C(=O)NNC(=O)c2csc(N3CCOCC3)n2)cc1	-14.6%
C[C@@H]1CN([C@H](C)CO)S(=O)(=O)c2ccc(Br)cc2O[C@@H]1CN(C)Cc1ccc(-c2ccccc2)cc1	-19.5%
COc1ccc(CCC(=O)Nc2ccc(S(=O)(=O)NC3=NCCCCC3)cc2)cc1	-3.0%
CC1C(=O)N(Cc2cn(Cc3ccco3)nn2)CCS(=O)(=O)N1Cc1ccc(-c2ccc(F)cc2)cc1 (stereo not drawn)	-22.9%
C[C@@H]1CCCCO[C@H](CN(C)Cc2ccc(C(F)(F)F)cc2)[C@@H](C)CN([C@H](C)CO)C(=O)c2cc(NS(=O)(=O)c3cn(C)cn3)ccc2O1	-22.6%
OC(Cc1cccc(C=NN2CCOCC2)n1)(C(F)(F)F)C(F)(F)F	-6.9%
O=C(O)CC1NC(=S)N(Cc2ccccc2)C1=O (stereo not drawn)	1.9%
COc1ccc(CN2CCC[C@]3(N[C@H](c4ccc(C(F)(F)F)cc4)[C@@H]4C(=O)N(C)C(=O)[C@@H]43)C2=O)cc1	-4.3%
Cc1cc2c3ccccc3[nH]c(=O)n2n1	2.2%
CCCN(C(=O)CSCc1ccc(C)cc1)c1c(N)n(Cc2ccccc2)c(=O)[nH]c1=O	-1.0%
Cc1cc(C)c(C(=O)Nc2ccc3c(c2)OCCO3)c(C)c1	-4.1%

Exported bar-delimited: three of the compounds above
Compound | POLH inh
COc1ccc(CN2CCC[C@]3(N[C@H](c4ccc(C(F)(F)F)cc4)[C@@H]4C(=O)N(C)C(=O)[C@@H]43)C2=O)cc1 | -4.3%
Cc1cc2c3ccccc3[nH]c(=O)n2n1 | 2.2%
CCCN(C(=O)CSCc1ccc(C)cc1)c1c(N)n(Cc2ccccc2)c(=O)[nH]c1=O | -1.0%

The listing continues.
SMILES	POLH inh
CCN(CC)C(=O)C1=C(C)N(CCC2=CCCCC2)C(=O)C(CC(=O)NCC2CCCCC2)C1 (stereo not drawn)	-7.3%
N#Cc1cc2cc3c(cc2nc1Cl)OCCO3	-1.2%
Cc1ccccc1-c1n[nH]nc1C1=CC(=O)C[C@H](c2ccc(F)cc2)C1	-1.4%
COc1cc2nc3n(c(=O)c2cc1OC)-c1ncccc1C(=O)NC3Cc1ccccc1 (stereo not drawn)	-4.4%
CC1(c2cccc(N)c2)OCCO1	-13.5%
COc1ccc(S(=O)(=O)N(C)C[C@@H]2Oc3cc(Br)ccc3S(=O)(=O)N([C@H](C)CO)C[C@@H]2C)cc1	-1.8%
CCc1cccc(C)c1NC(=O)COC(=O)Cc1ccccc1	-16.9%
CCCCCCn1c(=O)n2n(c1=O)[C@@H]1CN(S(=O)(=O)c3ccc(C)cc3)C[C@]1(O)[C@@H](OC(=O)Nc1cccs1)C2	-9.9%
COc1ccc(S(=O)(=O)NC(C)c2ccc3c(c2)OCCO3)cc1 (stereo not drawn)	-11.0%
Cc1cc(=O)oc2cc(OC(C)C(=O)N3CCOCC3)c(Cl)cc12 (stereo not drawn)	-15.7%
O=c1[nH]c2cccc(Cl)c2c2ccccc12	4.6%
CN(C)S(=O)(=O)n1cc(/C=C(\NC(=O)c2ccccc2)C(=O)N2CCCCC2)c2ccccc21	-18.6%

Rewritten with the structure last: entries from further up
POLH inh	SMILES
-1.2%	N#Cc1cc2cc3c(cc2nc1Cl)OCCO3
-1.4%	Cc1ccccc1-c1n[nH]nc1C1=CC(=O)C[C@H](c2ccc(F)cc2)C1
-4.4%	COc1cc2nc3n(c(=O)c2cc1OC)-c1ncccc1C(=O)NC3Cc1ccccc1 (stereo not drawn)

Further records follow:
SMILES	POLH inh
Cc1cc(C)c(Nc2n[nH]c(=S)s2)cc1C	2.7%
CCC1NC(=O)c2cc3ccccc3cc2-n2c1nc1cc(C)cc(C)c1c2=O (stereo not drawn)	-3.6%
O=C(c1cccnc1)N1CCC2CC1c1c(Cl)cccc12 (stereo not drawn)	-11.5%
Nc1ncncc1-c1ccc(F)cc1	-7.9%
O=C(CNC(=O)N1CC(=O)Nc2ccccc21)NCc1ccc(F)cc1	-7.7%
CC1(C)CN(c2ccc(Br)cc2)C(=O)[C@H]1CC(=O)Nc1ccccc1	-14.0%
O=C(CCC1CCN(C(=O)CC2=CCCCC2)CC1)NCc1ccc(F)cc1	-3.4%
CC(C)(C)c1ccc(C(=O)C2CC2)cc1	-16.7%
C[C@@H](NC(=O)c1ncn2c1C(=O)NC[C@@H]2C)c1ccccc1	-6.8%
CCC/C=C/c1ccc(CN2C(CC(C)C)C(=O)N(Cc3cn(CCOCOC)nn3)CCS2(=O)=O)cc1 (stereo not drawn)	-10.2%
N#CCN(C(=O)CSc1nnc(C2CC2)n1C1CC1)c1ccccc1	6.5%
C#CCN(C[C@@H]1[C@@H](OC(=O)NCc2ccccc2)[C@@H](OC(=O)NCc2ccccc2)CN(C(=O)OC(C)C)N1C(=O)OC(C)C)S(=O)(=O)c1ccc(C)cc1	-15.4%
C1=CC2(C=C1)OC21CCC2(C=CC3(C2)OC3C2CCCCC2)CC1 (stereo not drawn)	-9.5%
CCOc1ccc(S(=O)(=O)N2CCCCC2)cc1NC(=O)Cc1ccc(OC)cc1	-22.1%
O=[N+]([O-])c1ccc(CN2CC(N3CCN(CC4CC4)CC3)CS2(=O)=O)cc1 (stereo not drawn)	-5.6%
O=C(NCCc1ccc(Cl)cc1)c1cccc(S(=O)(=O)N2CCCC2)c1	-7.7%
COCC(=O)N(C)C[C@H]1Oc2ncc(Br)cc2C(=O)N([C@@H](C)CO)C[C@H]1C	-18.1%
C[C@H](CO)N1C[C@H](C)[C@@H](CN(C)Cc2cccc(C(=O)O)c2)OCc2cnnn2CCCC1=O	-11.6%
CCOC(=O)c1cc(-c2sc(NC(=O)c3ccccc3)nc2C)n(CCO)n1	-8.5%
CC(C)N1CC2(CC(c3ccccc3C(F)(F)F)=NO2)CN1C(=O)c1ccco1 (stereo not drawn)	-4.1%
O=C(NCc1ccccc1)c1ccc(CS(=O)Cc2cccc(Cl)c2)o1 (stereo not drawn)	-17.0%
Clc1ccc(-c2nc3ccc(Cl)cn3c2Cc2ccccc2)cc1	-18.2%
Cc1onc(-c2c(F)cccc2Cl)c1C(=O)OCC(=O)N(C)c1ccccc1	-11.8%
Cc1ccc(S(=O)(=O)N2CCCC(C(=O)NCCc3ccc(Cl)cc3)C2)cc1 (stereo not drawn)	-15.0%
CCC(=O)N(C)C[C@H]1Oc2cc(Br)ccc2S(=O)(=O)N([C@@H](C)CO)C[C@H]1C	-6.2%
CN(CCC#N)c1ccc(C=C(C#N)c2ccc(Br)cc2)cc1	-26.1%
Cc1ccc(Cc2c(-c3ccc(F)cc3)nc3cc(C)ccn23)cc1	-12.2%
O=C(NCC(=O)N1CCCCCCC1)c1ccc(Cl)c(Cl)c1	-8.5%
C[C@@H]1ON(C)[C@H]2C[C@H]3c4[nH]c5ccccc5c4CCN3C(=O)[C@@H]12	-1.0%
COc1cccc(C(=O)NCCCNc2nc3cc(C)cc(C)c3cc2C#N)c1	-10.4%
COc1cccc(CNS(=O)(=O)c2cc(Br)ccc2Br)c1	-21.7%
O=C(CCCn1c(=S)[nH]c2ccsc2c1=O)Nc1ccc(F)cc1	-1.1%
CSC[C@H]1CN(c2ccc(Br)cc2)C(=O)[C@@H]1CC(=O)Nc1ccccc1	-10.0%
O=C(CC1CCCC1)N1CCN(S(=O)(=O)c2cccc(Br)c2)CC1	-19.4%
COc1cccc(C2=NN(C(=O)C3CC3)C(O)(C(F)(F)F)C2)c1 (stereo not drawn)	-2.5%
NS(=O)(=O)c1ccc(S(=O)(=O)N2CCCC(c3ccccc3)C2)cc1 (stereo not drawn)	-1.7%
C[C@@H](CO)NC(=O)c1nc[nH]c1C(=O)N[C@H](C)c1ccccc1	-3.8%
COCC1CCN(C(=O)c2ccc3oc(C(C)C)nc3c2)C1 (stereo not drawn)	-14.0%
NS(=O)(=O)c1ccc(NCc2cnc3ccccc3c2)cc1	1.6%
Cc1ccc(S(=O)(=O)N2CCN(C(=O)c3cc(C4CC4)nn3-c3ccccc3)CC2)cc1	-7.6%
CCc1cc(-c2nnn(CCC3COCCO3)c2C(C)(C)O)ccc1-c1cn(CCc2c[nH]c3ccccc23)nn1 (stereo not drawn)	-27.5%
COc1ccc2[nH]c3c(c2c1)CNCC3	-18.2%
COC(=O)N(C)C[C@H]1OCc2cnnn2CCCC(=O)N([C@H](C)CO)C[C@H]1C	-11.1%
O=C1C=CC(O)C2(CO)OC12 (stereo not drawn)	?
CC1=C(C(=O)N2CCOCC2)CC(CC(=O)NC(c2ccccc2)c2ccccc2)C(=O)N1CCCN1CCCC1=O (stereo not drawn)	-11.7%
C[C@@H]1CN([C@H](C)CO)C(=O)CCCn2cc(nn2)CO[C@H]1CN(C)S(=O)(=O)c1ccc(Oc2ccccc2)cc1	-11.5%
c1cc(C2OCCO2)cs1	3.0%
Cc1cccc(S(=O)(=O)N(C)C[C@H]2OCc3cnnn3CCCC(=O)N([C@H](C)CO)C[C@@H]2C)c1	-11.8%
C[C@H]1CN([C@@H](C)CO)C(=O)CCCn2cc(nn2)CO[C@@H]1CN(C)S(=O)(=O)c1ccc(Oc2ccccc2)nc1	2.9%
Cc1ccccc1Oc1ccc2c(c1)[C@@H]1C[C@H](N(C)C(=O)c3ccco3)[C@H]([C@H](C)O)C(=O)N1CC2	-23.5%
CCCN1CCN(C(=O)c2ccc(S(=O)(=O)N(C)c3ccccc3OC)cc2)CC1	-11.3%
CCC1NC(=O)c2cccnc2-n2c1nc1ccc(C)cc1c2=O (stereo not drawn)	-11.4%
Cc1ccc(S(=O)(=O)N2C[C@H]3C(=O)C[C@@H](c4cccc5ccccc45)N(S(=O)(=O)c4ccc(C)cc4)[C@H]3C[C@H]2c2ccc(Cl)cc2)cc1	-4.8%
COc1ccc(N2CCN(CCCn3cnc4c(SC)ncnc43)CC2)cc1	-6.7%
CCCCN1C[C@H](CSC)[C@@H](CC(=O)Nc2ccc(Br)cc2)C1=O	-5.3%
CC(C)(C)OC(=O)NCCc1onc(-c2ccc([N+](=O)[O-])cc2)c1C(=O)O	-11.4%
CCN(CC(=O)Nc1c(F)cccc1F)C(=O)CSCc1ccc(C)cc1	-10.3%
CCN(CC)C(=O)C1=C(C)N(Cc2ccc(C(C)(C)C)cc2)C(=O)C(CC(=O)NCC2CCCCC2)C1 (stereo not drawn)	-13.5%
Cn1c(CCN2CCN(c3ccccn3)CC2)nc2cc(NS(=O)(=O)c3ccc(F)cc3)ccc21	3.2%
C[C@H]1CN([C@@H](C)CO)C(=O)c2cc(-c3cccnc3)cnc2O[C@H]1CN(C)Cc1ccc(Oc2ccccc2)cc1	-13.5%

Continued.
SMILES	POLH inh
COc1ccncc1-c1ccccc1C1=CC(=O)CC(C)(C)C1=O	-21.2%
O=C(COC(=O)c1cccc(F)c1)Nc1cccc(S(=O)(=O)N2CCOCC2)c1	-3.1%
C[C@@H]1CCCCO[C@H](CN(C)C(=O)c2ccccc2)[C@@H](C)CN([C@H](C)CO)C(=O)c2cc(NC(=O)c3ccncc3)ccc2O1	-10.9%
COC(=O)c1ccccc1NC(=O)CSc1nc2ccsc2c(=O)n1Cc1ccc(C(=O)O)cc1	-7.6%
Cc1c(C(=O)NNC(=O)c2ccccc2O)oc2ccccc12	-11.6%
Cc1ccc(C)c(N2N=C(C(=O)OCc3nnc(-c4ccccc4Br)o3)CCC2=O)c1	-7.4%
CCOC(=O)CCCCCC(=O)Nc1ccc2c(c1)C(=O)N([C@@H](C)CO)C[C@H](C)[C@H](CN(C)C(=O)Nc1ccc(C(F)(F)F)cc1)OCCCC[C@H](C)O2	-18.6%
COc1cc(C=NNC(=O)C(=O)Nc2cccc(Cl)c2)cc(OC)c1O	0.9%
Cc1noc(C)c1NC(=O)Nc1ccc2c(c1)C(=O)N([C@@H](C)CO)C[C@@H](C)[C@H](CN(C)C(=O)Nc1cccc3ccccc13)OCCCC[C@H](C)O2	-6.4%
COC(=O)[C@H]1C[C@H](OC(=O)NCc2ccccc2F)[C@@]2(O)CN(S(=O)(=O)c3ccc(C)cc3)CC2[C@H]1C(=O)OC (stereo partly drawn)	-12.0%
C[C@H](CO)N1C[C@H](C)[C@@H](CN(C)C(=O)c2ccc3ccn(C)c3c2)OCc2cn(nn2)CCCC1=O	-11.2%
O=[N+]([O-])c1cccc(CON=Cc2cc(Cl)ccc2O)c1	-9.1%
Cc1ccc(S(=O)(=O)CCOC(=O)CNC(=O)OCc2ccccc2)cc1	-23.4%
c1ccc2c(C3OCC4(CCCC4)CO3)cccc2c1	-8.2%
C#CC(c1ccccc1)(c1ccccc1)n1ccnc1	-19.6%
Cc1ccc(S(=O)(=O)N2CCC(C(=O)N3CCCCCCC3)CC2)cc1C	-6.4%
Cc1cccc(-c2ccc3[nH]c4c(c3c2)CCN2C[C@H]3[C@H](C)ON(C)[C@H]3C[C@@H]42)c1	-14.9%
COC(=O)[C@H]1C[C@@]2(O)CN(S(=O)(=O)c3ccc(C)cc3)C[C@@]2(OC(=O)NCC2CCCCC2)C[C@H]1C(=O)OC	-10.0%
C[C@@H]1Cn2cnc(C(=O)Nc3ccccc3)c2C(=O)N1	-10.8%
CC(C)Cc1nnc(NC(=O)c2ccc(-n3cncn3)c([N+](=O)[O-])c2)s1	-1.8%
COc1ccc(NC(=O)C[C@H]2C(=O)N(CCc3ccccc3)C[C@@H]2C)cc1	-1.5%
C[C@H]1Cn2cnc(C(=O)Nc3cccc(Cl)c3)c2C(=O)N1	-3.0%
C/C(=N/NC(=O)c1nnn(-c2nonc2N)c1CSc1ccc(C)cc1)c1ccncc1	-15.8%
